Assay outcomes (PubChem BioAssay)
E-sel inducer: E-selectin induction on HUVECs; P16581; HUVEC E-selectin immunofluorescence imaging; normalized: neutral wells 0, TNF-alpha wells 100; activation, % at 7.58 µM; 260,000 compounds, 0.37% hits;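 active means mean E-selectin-positive cell signal at least 10% of the positive control, reached in at least 60% of replicates, without over 20% cell loss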;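 further: in these data hits start at about 27%; measured in HUVEC primary endothelial cells; signal is the percent of cells scored E-selectin positive by PE staining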
Target sequence (P16581 whole entry, looked up): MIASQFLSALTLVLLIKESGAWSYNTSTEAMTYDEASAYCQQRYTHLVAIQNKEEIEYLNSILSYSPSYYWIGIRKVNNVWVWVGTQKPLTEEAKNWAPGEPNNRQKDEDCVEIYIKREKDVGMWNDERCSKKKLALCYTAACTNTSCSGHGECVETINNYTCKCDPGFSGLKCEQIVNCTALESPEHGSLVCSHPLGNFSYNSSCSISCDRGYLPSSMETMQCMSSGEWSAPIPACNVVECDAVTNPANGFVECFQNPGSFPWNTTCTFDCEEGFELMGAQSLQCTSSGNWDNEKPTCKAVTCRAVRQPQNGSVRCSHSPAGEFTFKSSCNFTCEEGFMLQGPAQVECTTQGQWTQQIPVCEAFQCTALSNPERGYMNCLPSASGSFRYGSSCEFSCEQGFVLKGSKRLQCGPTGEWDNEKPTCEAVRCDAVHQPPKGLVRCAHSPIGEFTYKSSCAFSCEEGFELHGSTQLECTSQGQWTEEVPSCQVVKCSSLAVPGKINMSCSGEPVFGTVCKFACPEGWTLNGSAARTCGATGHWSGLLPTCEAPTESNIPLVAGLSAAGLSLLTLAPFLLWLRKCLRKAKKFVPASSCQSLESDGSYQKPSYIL
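assay system = HUVEC, human umbilical vein endothelial cells | input = 3,000 HUVEC seeded per well | medium = EGM-2 growth medium on 0.1% gelatin-coated wells | dosing = one compound dose added by pin transfer | signal = immunofluorescence imaging | read-out basis = % PE-positive cells | control set = TNF-alpha, DMSO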
XiGFP reactiv: X-chromosome reactivation activator | AID 743238 | XiGFP mouse fibroblasts, % GFP-positive cells imaging, 3 d; cells co-treated with 5-aza-dC sensitizer; scaled so ellipticine positive control = 100% | activation, % at 7.58 µM | 360,000 compounds, 0.055% hits;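 active means mean normalized replicate activation at least 10% and every replicate at or above 10%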;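 further: 0% = median of on-plate neutral control wells and 100% = ellipticine 6 µM median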
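Assay system: SV40-immortalized XiGFP fibroblast cells, line 68-5-11; buffer or medium: DMEM plus 5-aza-dC sensitizer; compound: one concentration, pinned; timing: compounds 3 days, fix/stain 15 min at room temperature; benchmarks: positive control ellipticine, 6 µM final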
Active calls of the source: *; & = joins results of further samples. A portion of the library; count on the stated rates, not on these rows.

compound | E-sel inducer | XiGFP reactiv
Cc1ccc(S(=O)(=O)N2CCN(c3ccc([N+](=O)[O-])c(Sc4nncn4C)c3)CC2)cc1 | -0.4 | 0.0
Cc1cccc(Oc2nc3ccccn3c(=O)c2/C=C(\C#N)C(=O)NC2CCS(=O)(=O)C2)c1 (centres undefined) | -0.2 | -0.1
Cc1cccc(N2CCN(C(=S)c3ccc(-c4ccccc4[N+](=O)[O-])o3)CC2)c1 | 1.4 | 0.0
COc1cc(/C=C(\C#N)C(=O)NCC2CCCO2)ccc1OC(C)C (centres undefined) | -0.1 | 0.0
CN(C)C(=O)c1ccc(-c2ccc(C3[C@@H]4CN(C(=O)c5ccccn5)C[C@H]3N4)cc2)cc1 (some centres undefined) | -0.1 | 0.1
CCOc1ccc(Br)cc1C(=O)Nc1ccc(C(=O)NCC(C)C)cc1 | 0.3 | 0.0
Cc1cccc(CSc2ccc3nnc(-c4cccnc4)n3n2)c1 | 0.3 | 1.7
O=C(CN1CCN(c2ccccc2)CC1)Nc1ccccc1Sc1ccccc1 | 0.6 | 0.0
CCS(=O)(=O)N1CCC2(CC1)CN(C)[C@H](CO)c1c2c2ccc(OC)cc2n1C | 0.3 | 0.3
COc1ccc2c3c([nH]c2c1)[C@@H](CO)N(Cc1cccc(Cl)c1)CC31CCN(C(C)=O)CC1 | -0.4 | 0.2
C[C@@H]1CN([C@@H](C)CO)S(=O)(=O)c2ccc(C3=CCCC3)cc2O[C@@H]1CN(C)C(=O)C1CC1 | -0.2 | 0.2
CCC(=O)N(C)C[C@H]1Oc2cc(C3=CCCCC3)ccc2S(=O)(=O)N([C@H](C)CO)C[C@H]1C | -0.3 | -0.3
COc1cccc(-c2ccc(C3[C@H]4CNC[C@@H]3N4C(=O)Nc3ccccc3F)cc2)c1 (some centres undefined) | -0.1&0.3 | 0.2&0.1
O=C(C1CCCO1)N1CCN(C(=S)Nc2ccccc2)CC1 (centres undefined) | -0.3 | -0.1
COP(=O)(OC)c1nc(-c2cccc3ccccc23)oc1NCCc1ccccc1 | 0.6 | 0.3
COc1ccc2c3c([nH]c2c1)[C@H](CO)N(C(=O)c1ccc(F)cc1)CC31CN(C(=O)Nc2ccc(F)cc2)C1 | -0.4 | 0.2
COc1ccc2c3c(n(C)c2c1)[C@H](CO)NCC31CCN(C(=O)CC2CC2)CC1 | -0.2 | 0.0
Cc1cccc(C(=O)NC(=S)Nc2ccccc2C(F)(F)F)c1 | -0.2 | -0.1
CCOc1ccc(N=C(NN)c2ccc3ccccc3n2)cc1 | 0.2 | 0.0
O=C1CS/C(=N/N=C2C3CC4CC(C3)CC2C4)N1 | 0.6 | 0.0
COc1ccc(OC)c(/C=C/C(=O)OCC(=O)Nc2ccc3c(c2)OCCO3)c1 | 0.9 | 0.0
COc1ccc(-n2cnnc2SC(C)C(=O)Nc2cccc([N+](=O)[O-])c2)cc1 (centres undefined) | -0.1 | 0.2
COc1ccc2c3c([nH]c2c1)[C@@H](CO)N(C)CC31CCN(C(=O)C2CC2)CC1 | -0.3 | 0.4
CC(=O)c1ccc(NC(=O)/C=C/c2ccc(C)cc2)cc1 | -0.3 | 0.9
COc1ccc2c3c([nH]c2c1)[C@H](CO)N(C(=O)c1ccncc1)CC31CN(C(=O)CC2CC2)C1 | -0.3 | 0.3

An excerpt from above in order of heavy-atom count, lowest first.
compound | E-sel inducer | XiGFP reactiv
COc1ccc2c3c(n(C)c2c1)[C@H](CO)NCC31CCN(C(=O)CC2CC2)CC1 | -0.2 | 0.0
COP(=O)(OC)c1nc(-c2cccc3ccccc23)oc1NCCc1ccccc1 | 0.6 | 0.3
CN(C)C(=O)c1ccc(-c2ccc(C3[C@@H]4CN(C(=O)c5ccccn5)C[C@H]3N4)cc2)cc1 (some centres undefined) | -0.1 | 0.1

Next part.
compound | E-sel inducer | XiGFP reactiv
COc1ccc2c3c([nH]c2c1)[C@@H](CO)N(C(=O)Nc1ccc(F)cc1)CC31CN(C(=O)Cc2ccccc2)C1 | 0.0 | 0.1
COc1ccc(N2C(=O)C(CC(=O)Nc3ccc(F)cc3)N(CCc3cccs3)C2=O)cc1 (centres undefined) | -2.7 | 0.0
CN(c1cccc(NC(=O)CN(c2ccc(Cl)c(Cl)c2)S(=O)(=O)c2ccccc2)c1)S(C)(=O)=O | 13 | 0.3
CC(=O)c1cccc(S(=O)(=O)NC2CCCCCC2)c1 | 15 | 0.1
Cc1cccc(-c2ccc(C3[C@@H]4CN(C(=O)c5ccncc5)C[C@H]3N4)cc2)c1 (some centres undefined) | 0.1&0.3 | 0.0&0.0
CCOc1ccccc1NC1=C(Cl)C(=O)N(c2ccc(OC)cc2)C1=O | -0.1 | 0.0
COc1ccc2c3c(n(C)c2c1)[C@@H](CO)N(C(=O)CN(C)C)CC31CN(C(=O)C2CCC2)C1 | -0.4 | 0.4
COc1ccccc1/C=C(/C(=O)OCC(=O)N(C)Cc1ccccc1)c1ccccc1 | 0.4 | -0.1
O=C(CSc1nc(-c2ccccc2Cl)ns1)c1ccc(Cl)cc1 | -0.1 | 0.0
C[C@@H]1CN([C@@H](C)CO)S(=O)(=O)c2ccc(C#CC3CCCC3)cc2O[C@@H]1CN(C)C(=O)c1cccc(F)c1 | 1.1 | -0.9
COc1ccc2c3c(n(C)c2c1)[C@H](CO)NCC31CCN(S(=O)(=O)c2cccc(F)c2)CC1 | -0.1 | 0.1
COc1ccc([N+](=O)[O-])cc1NC(=O)C(C)Sc1ccccc1 (centres undefined) | -0.3 | 0.0
Cc1nc(-c2ccc(NC(=O)CC(C)C)cc2)cs1 | -1.1 | -0.1
CCOc1ccc2nc(/N=C/c3c(C)[nH]n(-c4ccccc4)c3=O)sc2c1 | 2.0 | 0.0
COc1cccc(C(=O)/C=C/Nc2ccc(S(=O)(=O)Nc3cnc4ccccc4n3)cc2)c1 | 1.1 | 0.0
CCOC(=O)c1nn(-c2ccccc2)c2nnc(Cc3ccc(Cl)cc3)c(=O)n12 | -1.1 | 0.0
COc1ccc(CCNC(=O)CCC(=O)Nc2nnc(C(C)C)s2)cc1OC | 0.1 | 0.0
COc1ccc([N+](=O)[O-])cc1NC(=O)Cc1c(Cl)cccc1Cl | 0.8 | 0.0
C[C@@H]1CN([C@H](C)CO)S(=O)(=O)c2ccc(-c3ccc(F)cc3)cc2O[C@@H]1CN(C)C(=O)Nc1ccc(F)cc1 | -0.2 | 0.0
COc1cc(/C=C/C(=O)C2C(=O)C=C(C)OC2=O)cc(OC)c1O (centres undefined) | -0.2 | 0.0
CCc1ccc(C2C(C#N)=C(N)N(N(C)C)C3=C2C(=O)CCC3)s1 (centres undefined) | 0.9 | 0.0
C[C@@H]1CN([C@@H](C)CO)C(=O)c2cc(-c3ccncc3)cnc2O[C@@H]1CN(C)C(=O)C1CCC1 | 0.6 | -0.9
Cc1cc(C)cc(NC(=O)/C(C#N)=C/c2cn(CC(=O)NCc3ccco3)c3ccccc23)c1 | 0.8 | 1.0
CCc1nn2cc(C(=O)c3cc(C)ccc3O)cnc2c1-c1ccc(F)cc1 | 0.3 | 0.1
C[C@@H]1CN([C@H](C)CO)C(=O)c2cccc(NC(=O)Nc3ccc4c(c3)OCO4)c2O[C@H]1CN(C)CC1CCCCC1 | -0.1 | -1.2
C[C@@H]1CN([C@@H](C)CO)C(=O)c2cc(-c3ccc(F)cc3)cnc2O[C@@H]1CN(C)C(=O)c1ccncc1 | 0.2 | -0.5
Cc1ccc(CSc2ncnc3c2cnn3-c2ccccc2)cc1 | 0.1 | -0.1
CCOc1cc(C(=O)Nc2ccc(C)cc2C)ccc1OCC(=O)N1CCCCC1 | 0.5 | 0.2
Cc1noc(C)c1C(=O)Nc1nc(-c2ccccc2Cl)cs1 | 4.1 | -0.1
COc1ccccc1CN1[C@@H]2CNC[C@H]1C2c1ccc(/C=C/c2ccccc2)cc1 (some centres undefined) | 0.1 | 0.0
Cc1ccc(C(=O)N[C@H](C(=O)OCc2cc(=O)oc3cc(C)ccc23)C(C)C)cc1 | 0.1 | 0.0
O=C1CC(c2ccc(F)cc2)Sc2nc(-c3ccccc3)c(-c3ccccc3)n21 (centres undefined) | 8.1 | 0.2
CC(C)=CC(=O)OCC(=O)Nc1cc([N+](=O)[O-])ccc1F | 0.2 | 0.1
Cc1ccc(CNC(=O)COc2ccc(C(=O)c3ccc(F)cc3)cc2)cc1 | 8.8 | 0.0
CCc1cccc(CC)c1NC(=O)COC(=O)CCc1cc(OC)c(OC)c(OC)c1 | -1.3 | 0.0
COc1cccc(S(=O)(=O)Nc2ccc(C(=O)Nc3ccncc3)cc2)c1 | 1.0 | -0.1
COc1ccc(NC(=O)C(c2cc3c(cc2[N+](=O)[O-])OCO3)N(C)c2ccccc2)cc1 (centres undefined) | 0.4 | 0.2
COc1ccc2c3c(n(C)c2c1)[C@H](CO)N(C(=O)c1ccccc1)CC31CN(Cc2ccccc2OC)C1 | -0.8 | 0.1
CCOC(=O)c1ccccc1NC(=O)Cn1c(=O)n(Cc2ccccc2)c(=O)c2c(C)c(C)sc21 | 4.0 | 5.3
C[C@@H]1CN([C@@H](C)CO)C(=O)c2cc(-c3cccc(F)c3)cnc2O[C@H]1CN(C)C(=O)C1CC1 | 0.4 | -0.8
Cc1cccc(CS(=O)(=O)Cc2ccc(C(=O)NCC3CCCO3)o2)c1 (centres undefined) | 18 | 0.2
Cc1ccccc1-n1c(C)nnc1SCC(=O)NC1CCCc2ccccc21 (centres undefined) | 0.4 | -0.1
O=C(C(=O)N1CCc2ccccc2C1)c1cn(CC(=O)N2CCCC2)c2ccccc12 | 0.3 | 0.4
CC1(C)CC(NC(=O)Cc2ccccc2[N+](=O)[O-])CC(C)(C)N1 | -0.2 | -0.1
O=C(Cc1ccncc1)N1C[C@@H]2N[C@H](C1)C2c1ccc(/C=C/c2ccccc2)cc1 (some centres undefined) | 0.0&0.4 | 3.3&0.0
CCN(C(=O)CCCC(=O)N(CC)c1ccccc1)c1ccccc1 | -0.2 | -0.1
Cc1c(/C=N\NC(=O)C2COc3ccccc3O2)c2ccccc2n1C (centres undefined) | 0.5 | 1.3
Cc1ccc([N+](=O)[O-])cc1NC(=O)C(Sc1ccccc1)c1ccccc1 (centres undefined) | 0.4 | 0.0
COc1cc(/C=C(\NC(=O)c2ccccc2)C(=O)NCC(=O)O)c([N+](=O)[O-])cc1OC | 0.2 | 0.1
Cc1ccccc1-c1ccc(C2[C@@H]3CN(C(=O)NC4CCCCC4)C[C@H]2N3)cc1 (some centres undefined) | 0.0&0.1 | 0.0&0.1

Later entries:
compound | E-sel inducer | XiGFP reactiv
O=C(CN1CCN(c2ccc([N+](=O)[O-])cc2)CC1)Nc1ccccn1 | 0.2 | -0.1
CCn1cc(/C=N\NC(=O)Cc2ccc(Cl)cc2)cn1 | -0.2 | 1.0
CN(C)C(=O)c1ccc(-c2ccc(C3[C@@H]4CN(S(=O)(=O)c5ccccc5F)C[C@H]3N4)cc2)cc1 (some centres undefined) | 0.0 | 0.0
Cc1ccccc1-c1ccc(C2[C@@H]3CN(Cc4cncnc4)C[C@H]2N3)cc1 (some centres undefined) | 0.0&0.1 | 0.0&0.0
O=C(Nc1nnc(CSCc2ccc(Cl)cc2)s1)c1cccc([N+](=O)[O-])c1 | 0.8 | 0.1
COC(=O)c1c(C)oc2ccc(N(C(=O)c3ccncc3)S(=O)(=O)c3ccc(C)cc3C)cc12 | -0.1 | 0.0
Cc1cc(SCC(=O)Nc2cccc(S(=O)(=O)NC3=NCCCCC3)c2)c(C)cc1Br | 1.6 | 0.0
Cc1ccc(OCC(=O)NC2CCCc3ccccc32)c(C)c1 (centres undefined) | 1.2 | 0.0
CC1=Nn2c(nc3sc4c(c3c2=O)CCCC4)SC1 | -0.2 | 0.1
C[C@H](CO)N1C[C@H](C)[C@H](CN(C)C(=O)C2CCC2)Oc2ncc(Br)cc2C1=O | 0.2 | -0.9
O=C(Nc1ccccc1)/C(=C\c1cccs1)NC(=O)c1ccccc1 | -0.7 | 0.0
C(=C\c1ccc(C2[C@@H]3CN(Cc4nccs4)C[C@H]2N3)cc1)/c1ccccc1 (some centres undefined) | 0.0&0.3 | 0.0&0.0
COc1ccc2c3c(n(C)c2c1)[C@@H](CO)N(Cc1ccncc1)CC31CN(C(=O)NC(C)C)C1 | -0.3 | 0.2
COc1ccc2c3c([nH]c2c1)[C@@H](CO)N(C(=O)c1cccnc1)CC31CCN(C(=O)NC(C)C)CC1 | -0.3 | 0.4

Random excerpt: four records from the list, in no set order.
compound | E-sel inducer | XiGFP reactiv
C[C@H](CO)N1C[C@H](C)[C@H](CN(C)C(=O)C2CCC2)Oc2ncc(Br)cc2C1=O | 0.2 | -0.9
O=C(Nc1ccccc1)/C(=C\c1cccs1)NC(=O)c1ccccc1 | -0.7 | 0.0
C(=C\c1ccc(C2[C@@H]3CN(Cc4nccs4)C[C@H]2N3)cc1)/c1ccccc1 (some centres undefined) | 0.0&0.3 | 0.0&0.0
O=C(Nc1nnc(CSCc2ccc(Cl)cc2)s1)c1cccc([N+](=O)[O-])c1 | 0.8 | 0.1
